High-throughput results as filed in PubChem BioAssay.
Bim-Bfl-1: inhibitors of Bim-Bfl-1 interaction, human; 0.12% of 190,000 active; Bead-based flow cytometry, Bim-Bfl-1 binding inhibition; AID 1008; inhibition, % at 10 µM; Q16548;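 also: 0% = wells without compound plus tracer and 100% = blocker peptide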
Bim-Bcl-B: human Bim-Bcl-B interaction inhibition; Q9HD36; bead-based flow cytometry, Bim peptide-Bcl-B binding; inhibition, % at 10 µM; 0.073% of 190,000 active; AID 951;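 also: 0% = tracer peptide without compound and 100% = reference inhibitor peptide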
Target sequence (Q9HD36 whole entry, looked up): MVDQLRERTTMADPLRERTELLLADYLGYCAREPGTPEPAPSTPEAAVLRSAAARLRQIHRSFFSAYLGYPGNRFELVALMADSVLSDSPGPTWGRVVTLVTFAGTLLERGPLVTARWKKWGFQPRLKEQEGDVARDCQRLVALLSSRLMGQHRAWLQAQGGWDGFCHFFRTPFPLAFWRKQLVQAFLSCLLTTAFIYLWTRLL
ABCG2 block: inhibitors of human ABCG2 transporter, ABCB1 counter-screen. inhibition, % at 6.6 µM. 0.1% of 190,000 active. Q9UNQ0. IgMXP3 cells, JC-1 efflux, flow cytometry. AID 1325;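 active = inhibition above 80%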;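 also: 0% = DMSO and 100% = nicardipine control wells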
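test system = two drug-resistant human cell lines, ABCG2 and ABCB1 | amount = 3 million cells/mL final, two lines in 1:1 ratio | reagent = JC-1 transporter substrate | doses = one concentration, 6.6 µM final | incubation = 10 min at 25 °C | signal = flow cytometric JC-1 green MFI at 530 nm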
RGS8-Gao reg: regulators of human RGS8-Galphao interaction; P09471; 0.34% of 220,000 active; response (percent of control binding), % at 10 µM; multiplexed bead flow cytometry, RGS8-Galphao binding; actives lie on both sides; in the data active = response below about 60% or above about 140%; inactive = in between;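 also: Galphao activated as the GDP aluminium fluoride complex binding bead-coupled RGS8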
Target sequence (P09471 whole entry, looked up): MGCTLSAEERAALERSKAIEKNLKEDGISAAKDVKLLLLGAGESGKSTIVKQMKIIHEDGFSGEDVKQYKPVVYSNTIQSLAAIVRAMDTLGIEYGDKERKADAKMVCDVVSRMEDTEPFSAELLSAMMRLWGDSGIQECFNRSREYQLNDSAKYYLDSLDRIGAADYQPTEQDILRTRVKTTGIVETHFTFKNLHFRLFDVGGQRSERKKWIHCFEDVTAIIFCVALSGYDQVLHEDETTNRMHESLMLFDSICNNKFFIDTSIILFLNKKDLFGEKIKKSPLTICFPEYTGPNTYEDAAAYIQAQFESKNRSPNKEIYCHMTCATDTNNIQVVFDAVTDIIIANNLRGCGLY
ABCB1 inh: blocks JC-1 efflux by human ABCB1 transporter; P08183; CCRF-Adr cells, flow cytometry; inhibition, % at 6.6 µM; 0.067% of 190,000 active; AID 1326; in the data active = inhibition above about 40%;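 also: 0% = vehicle and 100% = reference inhibitor; higher value means more JC-1 retained so stronger ABCB1 efflux block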
Bcl-W Bim block: disrupts Bim peptide binding to human Bcl-W | Q92843 | bead-based flow cytometry | inhibition, % at 10 µM | 0.02% of 190,000 active | AID 952;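 also: 0% = bound tracer without compound and 100% = peptide blocker; higher means less fluorescent Bim peptide bound to Bcl-W beads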
Target sequence (Q92843 whole entry, looked up): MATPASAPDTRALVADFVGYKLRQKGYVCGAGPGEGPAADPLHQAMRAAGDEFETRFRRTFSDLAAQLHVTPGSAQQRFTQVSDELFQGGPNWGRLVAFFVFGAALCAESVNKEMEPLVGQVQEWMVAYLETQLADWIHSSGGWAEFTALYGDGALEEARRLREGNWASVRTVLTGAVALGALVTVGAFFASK
RGS7-Gao reg: modulates binding of RGS7 to human Galphao; Multiplexed bead flow cytometry; actives lie on both sides; binding response (% of control), % at 10 µM; 0.35% of 220,000 active; AID 1439; in the data active = binding response below about 49% or above about 150%; inconclusive = no clear call, values can overlap the other calls; inactive = in between;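 also: fluorescent Galphao held in activated GDP-AlF4 state binding bead-coupled RGS7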
GSH bead fluor: GSH bead compound fluorescence profile. GSH beads flow cytometry, compound fluorescence 488/530 nm; active compounds read high. fluorescence (KMESF) at 10 µM. 0.25% of 190,000 active; in the data active = fluorescence above about 89;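 also: glutathione beads carrying GST-tagged Bcl family fusion proteins plus one bare bead set; values are compound well signal with DMSO vehicle wells as background; inactives centre near 16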
RGS4-Gao reg: modulates binding of RGS4 to human Galphao; P09471; AID 1415; Multiplexed bead flow cytometry; actives lie on both sides; 0.33% of 220,000 active; binding response (% of control), % at 10 µM; in the data active = binding response below about 49% or above about 150%; inactive = in between;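 also: fluorescent Galphao activated with aluminum fluoride binding bead-coupled RGS4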
Bcl-2 Bim block: human Bim-Bcl-2 interaction inhibition. 0.06% of 190,000 active. Bead-based flow cytometry, Bim peptide-Bcl-2 binding. AID 950. P10415. inhibition, % at 10 µM; in the data active = inhibition above about 40%; inconclusive = no clear call, values can overlap the other calls;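 also: 0% = no compound wells with probe peptide and 100% = reference peptide inhibitor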
Bcl-XL Bim block: disrupts Bim peptide binding to human Bcl-XL; Q07817; bead flow cytometry, fluorescence; inhibition, % at 10 µM; 0.04% of 190,000 active
Target sequence (Q07817 whole entry, looked up): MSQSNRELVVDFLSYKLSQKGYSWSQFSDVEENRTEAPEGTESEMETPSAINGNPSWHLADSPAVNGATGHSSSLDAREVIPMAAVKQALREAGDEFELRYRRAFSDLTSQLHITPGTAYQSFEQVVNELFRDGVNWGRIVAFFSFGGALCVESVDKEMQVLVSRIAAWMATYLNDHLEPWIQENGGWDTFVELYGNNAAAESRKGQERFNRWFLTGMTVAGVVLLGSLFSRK
Starred values were filed as active, the others as inactive; ? = inconclusive; · = no result given. Rule as the data show it, unless noted: active = inhibition above about 40%.

Values in the order – Bim-Bfl-1 | Bim-Bcl-B | ABCG2 block | RGS8-Gao reg | ABCB1 inh | Bcl-W Bim block | RGS7-Gao reg | GSH bead fluor | RGS4-Gao reg | Bcl-2 Bim block | Bcl-XL Bim block
1	Cc1[nH]nc2c1C(c1ccc(F)cc1)C(C#N)=C(N)O2 (stereo not given)
    -8 | -8 | 1 | 100 | 0.3 | 0 | 101 | 24 | 101 | -4 | -2
2	O=C(c1cccc(C(F)(F)F)c1)N1CCCCCC1
    -16 | -6 | 9 | 102 | 1.1 | -2 | 102 | 23 | 102 | -9 | -5
3	CSc1ccc(CN2CCN(C3CCCC3)C(CCO)C2)cc1 (stereo not given)
    -2 | -6 | 4 | 89 | 1.2 | -1 | 86 | 15 | 91 | -5 | -2
4	COc1ccc(CCNC(=O)c2cnn3ccccc23)c(OC)c1OC
    -7 | -6 | 3 | 99 | 0.7 | 0 | 96 | 20 | 101 | -4 | -4
5	Cc1cc([N+](=O)[O-])nn1CC(=O)Nc1c(C)n(C)n(-c2ccccc2)c1=O
    -4 | 1 | 0 | 101 | 0.4 | 0 | 95 | 10 | 98 | -2 | -2
6	COc1ccc(-c2cc(=O)c3ccccc3s2)cc1
    -2 | 1 | 4 | 101 | -1.8 | 0 | 101 | 21 | 98 | 0 | 0
7	CCN(C)Cc1c(C(=O)N2CCc3ccccc3C2)nc2ccc(Cl)cn12
    -7 | -11 | 3 | 101 | 0.4 | -3 | 106 | 14 | 104 | -5 | -3
8	CC1=C(C#N)C2(O)C(=O)c3ccccc3C2(O)N1 (stereo not given)
    -6 | -4 | 0 | 101 | -0.3 | -1 | 100 | 14 | 103 | -5 | -2
9	CC(C)C(=O)Nc1ccc(C(=O)NC2CCSC2=O)cc1 (stereo not given)
    -1 | 2 | 0 | 100 | -0.1 | -4 | 100 | 15 | 101 | -3 | -3
10	Cc1cccc(-n2c(SCC(=O)NC3CCCC3)nnc2-c2ccoc2C)c1
    · | · | 2 | 103 | 1.4 | · | 105 | 16 | 103 | ? | ·
11	CC1CCN(C(=O)C(Cc2ccccc2)n2cccc2)CC1 (stereo not given)
    -8 | -5 | 1 | 102 | 0.5 | 1 | 102 | 24 | 102 | -7 | -4
12	Cc1ccccc1N=C1NN=C(c2ccccc2F)CS1
    -8 | -9 | 9 | 103 | 0.3 | -4 | 104 | 10 | 102 | -11 | -11
13	CCOC(=O)/C(C#N)=C/c1ccc(N2CCCCC2)cc1
    -7 | -13 | 6 | 101 | 0.9 | 0 | 99 | 9 | 102 | -2 | -1
14	CCOC(=O)c1c(NC(=O)CSc2nncs2)sc(C)c1-c1ccccc1
    -1 | -3 | 10 | 101 | 0.5 | -2 | 104 | 6 | 100 | -1 | -5
15	COc1ccc(-c2cc(=O)[nH]c(=O)[nH]2)cc1
    -14 | -8 | -2 | 102 | -0.1 | 0 | 102 | 29 | 100 | -3 | -4
16	Cc1cc(=O)c2ccc(Cl)cc2[nH]1
    0 | -2 | 3 | 101 | 6.0 | -1 | 103 | 18 | 103 | -1 | 0
17	COc1cccc(CC(=O)Nc2nc3ccccc3[nH]2)c1
    -3 | -4 | 5 | 101 | 0.6 | 0 | ? | 18 | 101 | -3 | -4
18	CCc1cccc(CC)c1NC(=O)CCCSc1nc2ccccc2s1
    -18 | -12 | 23 | 97 | 2.8 | -6 | 91 | 18 | 95 | -7 | -11
19	CS(=O)(=O)N1CCN(c2ccc(C(=O)N3CCOCC3)cc2[N+](=O)[O-])CC1
    -3 | -6 | 4 | 100 | -0.2 | -2 | ? | 16 | 103 | -1 | -2
20	COc1ccc(CC(=O)NNC(=O)COc2ccc3ccccc3c2)cc1
    11 | 12 | 0 | 94 | 0.0 | 5 | 97 | 15 | 100 | 2 | 11
21	COc1cccc(N(CC(=O)NCc2cccnc2)S(C)(=O)=O)c1
    0 | -1 | 0 | 102 | 0.1 | -1 | 99 | 11 | 101 | -2 | 0
22	C=CCN(CC=C)S(=O)(=O)c1ccc2nsnc2c1
    -4 | -7 | 5 | 98 | 1.2 | -4 | 104 | 7 | 99 | -4 | -3
23	CCCc1nc(SCC(=O)N2CCN(c3ccccc3)CC2)c2c(=O)n(C)c(=O)n(C)c2n1
    -2 | 7 | -2 | 100 | 0.5 | 0 | 103 | 12 | 99 | 2 | -3
24	COc1ccc2c(c1)sc(N)[n+]2Cc1cc(C)cc2cccnc12
    -5 | -9 | 0 | 102 | 0.2 | -5 | 98 | 12 | 99 | -5 | -5
25	COc1ccc(/C=N/NC(=O)C(=O)NCc2cccnc2)cc1OC
    -15 | -12 | 7 | 100 | -0.4 | -4 | 100 | 35 | 100 | -10 | -10
26	CC(=O)NC(C)C12CC3CC(CC(C(=O)O)(C3)C1)C2 (stereo not given)
    -5 | -5 | -1 | 95 | 1.1 | -6 | 99 | 33 | 98 | -4 | -8
27	CCc1ccccc1NC(=O)CC1S/C(=N\c2nccs2)N(CC)C1=O (stereo not given)
    -1 | -2 | 2 | 99 | 1.3 | -2 | 104 | 18 | 100 | 0 | -3
28	Cc1ccc(-c2[nH]ncc2/C=C(\C#N)C(=O)NC2CCCCC2)cc1
    -15 | -9 | 49 | 99 | 1.1 | -3 | 100 | 24 | 97 | -8 | -8
29	c1ccc(-c2noc(COc3ccc4c(c3)OCO4)n2)cc1
    0 | 0 | 4 | 99 | 1.1 | -3 | 99 | 23 | 101 | -2 | 0
30	COc1ccc(-c2csc(/C(C#N)=C/Nc3cc4oc5ccccc5c4cc3OC)n2)cc1
    -5 | -2 | -4 | 101 | -1.2 | 0 | 94 | 12 | 102 | -3 | 0
31	Cc1cc2cc(CNC(=S)Nc3ccc(OC(F)F)cc3)ccc2n1C
    0 | -6 | -1 | 111 | -0.1 | -2 | 98 | 16 | 113 | -2 | -4
32	CCN(CC)S(=O)(=O)c1ccc(C(=O)OCC(=O)NCCN2C(=O)CSC2=O)cc1
    -2 | -5 | 2 | 103 | 0.6 | -1 | ? | 11 | 105 | -1 | 0
33	O=C1NC2C(NC(=O)N2C2CCCCC2)N1C1CCCCC1 (stereo not given)
    -7 | -8 | 6 | 101 | 0.8 | -1 | 101 | 32 | 102 | -5 | -4
34	Cc1cc(Nc2cccc(F)c2)n2ncnc2n1
    -3 | -6 | 4 | 104 | 1.4 | -7 | 104 | 14 | 105 | -3 | -6
35	CN(C)S(=O)(=O)c1ccc(N=Cc2c(C(F)(F)F)[nH][nH]c2=O)cc1
    -6 | -4 | 5 | 102 | 1.7 | -3 | ? | 9 | 100 | -4 | -2
36	COc1cccc(/C=N/NC(=O)CN(C2=NS(=O)(=O)c3ccccc32)c2ccccc2)c1
    9 | 5 | 2 | 105 | 0.2 | 0 | 105 | 9 | 104 | 5 | 0
37	Cc1ncsc1C(=O)N1N=C2/C(=C/c3ccccc3)CCCC2C1c1ccccc1 (stereo not given)
    0 | -3 | 4 | 101 | 1.4 | 0 | 101 | 11 | 101 | -1 | 1
38	CCC1(C)NC(=O)N(CC(=O)Nc2sc3c(c2C(N)=O)CCC3)C1=O (stereo not given)
    5 | 7 | -1 | 86 | -0.4 | 2 | 77 | 222* | 83 | 9 | -16
39	CC(=O)N1CCCN(Cc2cn(-c3ccc(C)cc3)nc2-c2ccc(F)cc2)CC1
    -6 | -2 | 0 | 106 | -0.1 | 9 | 110 | 11 | 102 | -3 | -1
40	CC1CCN(C(c2ccc(N(C)C)cc2)c2nnnn2C(C)(C)C)CC1 (stereo not given)
    3 | -1 | 0 | 101 | 0.0 | -5 | 97 | 13 | 99 | 0 | -4
41	CCOC(=O)Oc1ccc(C(=O)OCCCN(C)C)cc1OC
    0 | -6 | 1 | 100 | 1.1 | -2 | 103 | 10 | 102 | 0 | -6
42	COc1ccc(NC(=O)Cn2nc(C(F)(F)F)c3c2CCCC3)cc1OC
    -3 | -4 | 0 | 103 | -0.2 | -2 | 102 | 16 | 99 | -3 | -3
43	O=C(COC(=O)Cn1cnc2ccccc2c1=O)Nc1ccccc1Sc1ccc(Cl)cc1
    -16 | -13 | 10 | 98 | 1.5 | -5 | 102 | 12 | 99 | -17 | -8
44	O=C(Nc1ccccc1)N(C1=NCCCCS1)c1cccc2ccccc12
    0 | -3 | 2 | 96 | 0.5 | -4 | 96 | 6 | 89 | 0 | -2
45	CCOc1ccc(OCc2ccc(C(=O)Nc3cccc(C)n3)o2)cc1
    -8 | -7 | 16 | 97 | 0.1 | 4 | 101 | 38 | 96 | -8 | 0

Nos. 42 to 45 from above:
Values in the order – Bim-Bfl-1 | Bim-Bcl-B | ABCG2 block | RGS8-Gao reg | ABCB1 inh | Bcl-W Bim block | RGS7-Gao reg | GSH bead fluor | RGS4-Gao reg | Bcl-2 Bim block | Bcl-XL Bim block
42	COc1ccc(NC(=O)Cn2nc(C(F)(F)F)c3c2CCCC3)cc1OC
    -3 | -4 | 0 | 103 | -0.2 | -2 | 102 | 16 | 99 | -3 | -3
43	O=C(COC(=O)Cn1cnc2ccccc2c1=O)Nc1ccccc1Sc1ccc(Cl)cc1
    -16 | -13 | 10 | 98 | 1.5 | -5 | 102 | 12 | 99 | -17 | -8
44	O=C(Nc1ccccc1)N(C1=NCCCCS1)c1cccc2ccccc12
    0 | -3 | 2 | 96 | 0.5 | -4 | 96 | 6 | 89 | 0 | -2
45	CCOc1ccc(OCc2ccc(C(=O)Nc3cccc(C)n3)o2)cc1
    -8 | -7 | 16 | 97 | 0.1 | 4 | 101 | 38 | 96 | -8 | 0

The results go on.
Values in the order – Bim-Bfl-1 | Bim-Bcl-B | ABCG2 block | RGS8-Gao reg | ABCB1 inh | Bcl-W Bim block | RGS7-Gao reg | GSH bead fluor | RGS4-Gao reg | Bcl-2 Bim block | Bcl-XL Bim block
46	N/C(=N\OC(=O)CCC1CCCC1)c1cccnc1
    -3 | -5 | -1 | 104 | 0.0 | -1 | 100 | 12 | 102 | -4 | -1
47	Cc1cc(N2CCN(c3ccccc3)CC2)nc(NCc2ccccc2)n1
    0 | 24 | 2 | 95 | 2.6 | 0 | 97 | 8 | 96 | 2 | 1
48	Cc1ccc(S(=O)(=O)N2CCCC(c3nnc4n3-c3ccccc3SC4)C2)cc1 (stereo not given)
    -10 | -10 | 12 | 100 | 2.4 | 0 | 100 | 12 | 103 | -14 | 0
49	COc1cc(C(=O)OCn2nnc3ccccc3c2=O)cc(OC)c1OC
    -3 | -5 | 1 | 102 | 1.4 | -4 | 104 | 18 | 101 | -4 | -4
50	C=C(C)CSc1nnc([C@@H](NC(=O)OC(C)(C)C)C(C)CC)o1 (stereo not given in full)
    -2 | -1 | 15 | 104 | 1.2 | -1 | 100 | 53 | 103 | 0 | 0
51	Oc1ccc(N2CCN(Cc3ccc(OCCCN4CCCCC4)cc3)CC2)cc1
    -6 | -5 | 9 | 95 | 1.4 | -6 | ? | 19 | 100 | -7 | -5
52	Cn1c(COc2ccc3ccccc3c2)nnc1SCC(=O)OC1CCCCC1
    -1 | 0 | 6 | 100 | 0.9 | 0 | 103 | 29 | 101 | 1 | 0
53	O=C(C1=C[C@@H](c2ccccc2)C[C@@H](OCc2ccc(CO)cc2)O1)N1CCCCCCC1
    -1 | -3 | 2 | 98 | 2.2 | 3 | 94 | 21 | 97 | 1 | 4
54	COC(=O)CSc1nc(-c2ccc(F)cc2)cc(C(F)(F)F)n1
    -3 | 1 | 11 | 103 | 2.1 | -4 | 101 | 28 | 98 | 1 | -3
55	O=C(O)Cc1ccccc1C(=O)O
    -13 | -14 | 2 | 106 | 0.5 | 0 | 103 | 33 | 101 | -9 | -18

Compounds were not picked by outcome; about 1.1% have a hit in one of these screens.
